Compound activity: PubChem, several laboratories
DDE Tn6 FP inh: DD(E)-Tn6 binding inhibition, primary FP screen. P02675. AID 720509. Fibrin DD(E) TRITC-Tn6 fluorescence polarization displacement. hit rate 0.21% among 370,000. inhibition, % at 8.3 µM;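 active = inhibition above a per-campaign cutoff: mean of compounds within control limits plus 3 SD, cut at about 15% in these data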;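 also: 0% = median of all compound wells on the plate and 100% = blocking peptide control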
PLC-beta3 inh: PLC-beta3 (human) inhibition, primary screen; Q01970; Purified PLC-beta3, fluorogenic substrate, fluorescence; inhibition, % at 12.2 µM; hit rate 0.18% among 370,000; AID 720704; in the data active = inhibition above about 11%;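 also: 0% = median of compound wells on plate and 100% = full blocker control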
sPLA2-III inh: Inhibits HGIII-sPLA2 liposome hydrolysis, primary screen; Q9NZ20; QFRET BODIPY PC-A2 liposome hydrolysis, fluorescence; inhibition, % at 12.2 µM; hit rate 0.56% among 370,000; AID 743126;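 active = inhibition above mean plus 3 SD of compounds lying within the high and low control bounds, cut at about 19% in these data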;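 also: 0% = median of test compound wells and 100% = no enzyme DMSO wells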
UHRF1 MBD2 ctr: human UHRF1 methylated DNA binding inhibitors; hit rate 0.75% among 370,000; inhibition, % at 4.4 µM; AID 687016; Q96T88; UHRF1 binding to methylated oligo, TR-FRET; in the data active = inhibition above about 21%;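 also: UHRF1 SRA domain binding a hemimethylated CpG hairpin DNA probe; 0% = median of test compound wells and 100% = reference inhibitor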
PLCg1 inh: PLC-gamma1 (human) inhibition, primary screen; purified PLC-gamma1, fluorogenic substrate, fluorescence; inhibition, % at 12.2 µM; hit rate 0.84% among 370,000; AID 720700; in the data active = inhibition above about 9.5%
ARFGAP1 inh: inhibits rat ARF GTPase activating protein 1 | Arfgap1-stimulated ARF1 GTP hydrolysis, GDP FP detection | hit rate 0.26% among 360,000 | inhibition, % at 16.5 µM;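 active = inhibition above a per-plate limit, mean inhibition of low control wells plus 3 SD, cut at about 25% in these data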;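 also: 0% = DMSO wells with enzyme and 100% = wells lacking Arfgap1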
Target sequence (Q62848 1-136 limits assumed): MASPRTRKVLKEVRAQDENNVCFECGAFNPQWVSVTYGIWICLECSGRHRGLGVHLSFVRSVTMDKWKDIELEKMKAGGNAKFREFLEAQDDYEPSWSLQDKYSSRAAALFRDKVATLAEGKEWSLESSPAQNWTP
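system = rat Arfgap1 catalytic domain, aa 1-136 | technique = FP, GDP Alexa 633 tracer displaced from anti-GDP antibody, 620/688 nm | compound = one concentration, 16.5 µM, DMSO 1.26% | medium = HEPES-based buffer, pH 7.5 | timing = compound-enzyme preincubation 20 min, reaction 120 min, detection 60 min, 25 °C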
ASAP1 GAP inh: inhibitors of human ASAP1 ArfGAP activity; inhibition, % at 16.5 µM; Q9ULH1; ASAP1-stimulated ARF1 GTP hydrolysis, GDP FP detection; hit rate 0.19% among 360,000; in the data active = inhibition above about 25%;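 also: 0% = vehicle with enzyme and substrate and 100% = no enzyme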
proKLK7 act: activates the human kallikrein-7 zymogen; P49862; purified proKLK7, EDANS-DABCYL substrate fluorescence; 100% is mature enzyme control, 0% vehicle; activation, % at 7 µM; hit rate 0.9% among 370,000; AID 652039;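 active = activation above the mean of all tested compounds plus 3 SD, computed per campaign excluding outliers beyond control limits, cut at about 13% in these data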
Target sequence (P49862 whole entry, looked up): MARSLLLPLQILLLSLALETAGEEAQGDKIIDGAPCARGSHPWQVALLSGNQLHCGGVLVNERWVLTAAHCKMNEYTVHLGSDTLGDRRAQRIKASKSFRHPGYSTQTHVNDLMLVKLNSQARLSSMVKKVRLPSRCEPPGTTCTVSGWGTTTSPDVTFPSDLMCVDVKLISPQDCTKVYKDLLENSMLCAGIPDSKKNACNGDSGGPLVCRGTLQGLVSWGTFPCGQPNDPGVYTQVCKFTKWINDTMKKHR
Rev-erbA mod: modulators of human Rev-erb alpha DNA binding; Rev-erbα–FITC-DNA binding, fluorescence polarization, 90 min; activity, % at 10 µM; hit rate 0.79% among 370,000;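 active = activity above about 14%, limit read from the data; passing the limit was not always enough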;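 also: 0% = DMSO wells with 35 nM protein and 100% = DMSO wells with 750 nM protein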
Target sequence (P20393 whole entry, looked up): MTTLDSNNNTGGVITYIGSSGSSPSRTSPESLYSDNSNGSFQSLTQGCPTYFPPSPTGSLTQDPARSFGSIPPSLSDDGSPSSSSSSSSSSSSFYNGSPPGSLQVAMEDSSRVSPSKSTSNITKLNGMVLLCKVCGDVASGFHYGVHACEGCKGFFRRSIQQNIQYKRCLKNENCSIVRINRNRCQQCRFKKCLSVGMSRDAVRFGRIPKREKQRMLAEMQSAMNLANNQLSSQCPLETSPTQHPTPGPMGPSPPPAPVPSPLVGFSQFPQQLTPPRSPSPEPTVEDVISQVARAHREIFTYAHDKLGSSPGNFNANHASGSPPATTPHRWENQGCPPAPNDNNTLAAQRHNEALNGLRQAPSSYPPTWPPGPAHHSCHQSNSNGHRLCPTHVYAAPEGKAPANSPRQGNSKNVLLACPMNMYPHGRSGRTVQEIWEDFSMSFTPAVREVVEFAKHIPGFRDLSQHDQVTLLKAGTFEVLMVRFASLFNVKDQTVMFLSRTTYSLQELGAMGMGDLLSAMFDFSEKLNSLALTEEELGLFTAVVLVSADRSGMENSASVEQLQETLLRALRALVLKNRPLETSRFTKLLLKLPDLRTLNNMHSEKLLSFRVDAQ
DDE Tn7 FP inh: DD(E)-Tn7 binding inhibition, primary FP screen; P02675; FP displacement of FITC-Tn7 peptide from fibrin DD(E); 0% = median of compound wells per plate; inhibition, % at 8.3 µM; hit rate 0.13% among 370,000; AID 720508;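 active = inhibition above the mean of compounds falling within the control limits plus 3 SD of them, cut at about 14% in these data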;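 also: 0% = plate median of compound wells and 100% = 10 µM Aha-Tn7 peptide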
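system = human fibrin DD(E) protein | quantity = DD(E) 2 µM final | medium = Tris/NaCl/CaCl2 buffer, pH 7.8 | also added = labelled Tn7 tracer, 0.1 µM | compound dosing = single point at 8.3 µM | timing = compound with protein 10 min, then 3 h after probe, room temperature | signal = FP measurement | benchmarks = Aha-Tn7 high control | repeats = one replicate per compound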
* marks the source's active call; other numbers are inactive results; / = not tested or not shown.

The opening 12 records, ahead of the listing:
mol	DDE Tn6 FP inh	PLC-beta3 inh	sPLA2-III inh	UHRF1 MBD2 ctr	PLCg1 inh	ARFGAP1 inh	ASAP1 GAP inh	proKLK7 act	Rev-erbA mod	DDE Tn7 FP inh
CN1CCN(C(=O)C2CCCN(S(=O)(=O)c3ccc(F)cc3)C2)CC1 (configuration not stated)	3	0	0	-2	8	-2	-9	-0.1	5	-3
S=C(Nc1ccccc1)N1CCN(C(=S)Nc2ccccc2)CC1	3	1	3	2	2	-2	-1	0.2	-2	2
COc1ccc(NC(=O)C/C(C)=N/NC(=O)C(=O)Nc2cccc(Cl)c2C)c(OC)c1	-5	-5	-3	1	2	8	1	0.5	2	1
COc1ccc(-c2nnn(Cc3ccccc3F)n2)cc1	-9	0	-8	2	0	5	-1	0.2	2	-1
COc1cc(CNC2CCCCCCC2)ccc1OCC(N)=O	-1	-9	1	2	-3	15	2	0.1	1	1
O=C(Nc1ccc(F)cc1Cl)C1CCN(C(=O)Nc2ccccc2)CC1	0	-8	2	2	-1	-4	0	-0.1	-3	-4
CC(Oc1ccc(F)cc1)C(=O)Nc1cc(Cl)ccc1-n1cncn1 (configuration not stated)	-4	-3	9	2	4	0	8	0.2	1	-3
CCOC(=O)N/N=C(\C)c1ccc(Br)cc1	7	3	3	1	-2	5	13	0.2	1	-6
C=C1c2ccccc2S(=O)(=O)N(Cc2ccccc2)C1COCc1ccccc1 (configuration not stated)	0	1	-5	-4	-2	0	2	-0.1	3	2
COc1ccc2c(c1)c1ncn(CCN3CCCCC3)c(=O)c1n2C	-9	-454	-6	12	-309	1	2	17*	-10	5
CCCN1CCN(C(=O)c2ccc(F)c(S(=O)(=O)N3CCOCC3)c2)CC1	2	2	9	0	4	1	-1	-0.1	1	7
COc1ccc(OCc2cc(C(=O)NC(C)Cc3ccccn3)no2)c(Cl)c1 (configuration not stated)	-2	-6	-9	-2	3	-14	-2	0.4	9	5

Main list, repeating the preview:
mol	DDE Tn6 FP inh	PLC-beta3 inh	sPLA2-III inh	UHRF1 MBD2 ctr	PLCg1 inh	ARFGAP1 inh	ASAP1 GAP inh	proKLK7 act	Rev-erbA mod	DDE Tn7 FP inh
CN1CCN(C(=O)C2CCCN(S(=O)(=O)c3ccc(F)cc3)C2)CC1 (configuration not stated)	3	0	0	-2	8	-2	-9	-0.1	5	-3
S=C(Nc1ccccc1)N1CCN(C(=S)Nc2ccccc2)CC1	3	1	3	2	2	-2	-1	0.2	-2	2
COc1ccc(NC(=O)C/C(C)=N/NC(=O)C(=O)Nc2cccc(Cl)c2C)c(OC)c1	-5	-5	-3	1	2	8	1	0.5	2	1
COc1ccc(-c2nnn(Cc3ccccc3F)n2)cc1	-9	0	-8	2	0	5	-1	0.2	2	-1
COc1cc(CNC2CCCCCCC2)ccc1OCC(N)=O	-1	-9	1	2	-3	15	2	0.1	1	1
O=C(Nc1ccc(F)cc1Cl)C1CCN(C(=O)Nc2ccccc2)CC1	0	-8	2	2	-1	-4	0	-0.1	-3	-4
CC(Oc1ccc(F)cc1)C(=O)Nc1cc(Cl)ccc1-n1cncn1 (configuration not stated)	-4	-3	9	2	4	0	8	0.2	1	-3
CCOC(=O)N/N=C(\C)c1ccc(Br)cc1	7	3	3	1	-2	5	13	0.2	1	-6
C=C1c2ccccc2S(=O)(=O)N(Cc2ccccc2)C1COCc1ccccc1 (configuration not stated)	0	1	-5	-4	-2	0	2	-0.1	3	2
COc1ccc2c(c1)c1ncn(CCN3CCCCC3)c(=O)c1n2C	-9	-454	-6	12	-309	1	2	17*	-10	5
CCCN1CCN(C(=O)c2ccc(F)c(S(=O)(=O)N3CCOCC3)c2)CC1	2	2	9	0	4	1	-1	-0.1	1	7
COc1ccc(OCc2cc(C(=O)NC(C)Cc3ccccn3)no2)c(Cl)c1 (configuration not stated)	-2	-6	-9	-2	3	-14	-2	0.4	9	5
Cc1ccn2c(c1)nc(=O)c1cc(S(=O)(=O)N3CCCCC3)ccc12	2	-104	0	1	-71	-4	-2	3.6	-7	6
O=C(NCCCCc1ccccc1)C12CN(Cc3ccccc3)CC1C(c1ccc([N+](=O)[O-])cc1)=NO2 (configuration not stated)	-2	4	-9	7	3	10	-11	0.6	2	-7
COc1ccc(C(=O)N2CCN(C(=O)c3ccncc3)CC2)cc1	-4	3	4	-2	4	8	3	-0.9	0	-2
Cn1c(C(=O)OC(C(=O)NC2CCCCC2)c2ccccn2)cc2sccc21 (configuration not stated)	3	0	-5	-3	0	-3	-13	-0.3	4	8
CCCn1c(C(C)Nc2nc(-c3cccc(Br)c3)cs2)nc2ccccc21 (configuration not stated)	-6	1	-14	0	0	-11	-7	0.4	0	-1
COc1cccc(CN(C)C(=O)CCN=C2NS(=O)(=O)c3ccccc32)c1	5	-6	11	15	-1	4	-7	-0.1	2	-1
COc1cc2c(cc1OC)C1=C(C#N)CN(C3CCCCC3)CN1CC2	-8	-197	3	-1	-156	9	-12	5.9	3	4
Cc1cccc(C)c1OCC(=O)N/N=C/c1ccncc1	-2	-19	2	4	-19	14	12	0.6	-6	0
COc1cccc(NC(=O)C23CCC(C)(C(=O)O2)C3(C)C)c1 (configuration not stated)	-2	1	7	2	1	-1	10	-0.6	-1	7
COc1ccc(Nc2nc3ccc(C)cc3n3cnnc23)cc1Cl	-5	-16	4	-1	-8	11	6	-2.5	12	-1
COc1cc2c(cc1OC)CN(C(=O)COc1ccccc1[N+](=O)[O-])CC2	1	-10	3	0	0	14	-1	-0.2	2	-6
CCOc1ccc(N(CC(=O)N2CCOCC2)S(=O)(=O)c2ccc(Cl)cc2)cc1	-1	-7	-7	1	-4	-4	2	0.3	9	-1
Cc1cc[n+](-c2[nH]c(=O)sc2/C=N/NC([S-])=Nc2ccccc2)cc1	-5	-5	-48	-7	-3	3	-10	-0.3	2	6
O=C(NC1CCN(S(=O)(=O)c2ccccc2)CC1)c1cccc(F)c1	1	1	1	1	0	4	-3	0.4	0	-3
C[C@H]1[C@@H](OC(=O)N2CCN(c3ccccc3)CC2)CC[C@@]23CCCN2C(=O)CCC[C@@H]13	2	1	0	-1	2	/	/	/	-3	1
O=C(NN=C1CCCCC1)c1cc(-c2ccccc2)n[nH]1	-7	-2	13	1	2	-7	-13	0.5	-5	8
Cc1ccc(NC(=O)OCc2cncs2)cc1	4	-2	3	49*	1	-6	7	0.0	-1	-1
Cc1ccc(NC2CCCN(C(=O)c3cccnc3)C2)cc1C (configuration not stated)	-5	-6	7	1	-4	9	3	-0.2	-9	2
CCCN1Cc2cccc(C(=O)Nc3ccc(CC)cc3)c2C1=O	7	5	7	-4	4	8	-13	0.4	5	-6
C=CCn1c(SCC(N)=O)nnc1-c1cc(Br)ccc1O	2	-3	3	7	3	18	-7	0.1	1	2
O=C(O)[C@@H]1[C@@H]2C[C@@H]2CN1c1ncccc1[N+](=O)[O-]	3	-23	1	-1	-16	10	4	1.3	0	2
CCOC(=O)CCCn1nc(C)n2c(cc3sccc32)c1=O	4	6	2	3	-2	9	-8	-0.5	-4	-2
COc1ccc(CC(=O)OCC(=O)Nc2ccc3c(c2)OCO3)cc1OC	7	-2	3	1	-1	2	-9	-0.2	6	-7
CCOC(=O)c1cnc2c(c(C)nn2CC)c1NCCN1CCOCC1	-2	-4	0	0	0	-11	4	0.8	5	-3
Cc1ccsc1S(=O)(=O)n1c(CN2CCOCC2)nc2ccccc21	-6	1	0	-3	0	/	/	0.1	-5	-3
CCN(CC)Cc1c(O)ccc2c([N+](=O)[O-])c(C)n(-c3ccc(OC)cc3)c12	-1	0	-21	1	8	13	6	0.3	6	-3
CC1C(=O)N2CCCc3cc(NC(=O)c4ccccc4F)cc1c32 (configuration not stated)	-5	-16	-21	4	-12	11	1	0.4	-3	4
CCn1ncc(C2=NOC(C(=O)Nc3ccc4c(c3)OCO4)C2)c1C (configuration not stated)	-4	-2	1	-2	0	-6	14	-0.4	1	-2
CC1CCCCN1C(=O)c1ccccc1OC1CCN(S(C)(=O)=O)CC1 (configuration not stated)	-6	3	-4	4	9.5*	4	-10	-0.3	4	-11
COc1ccc(OCC(=O)Nc2ccc(N3CCOCC3)c(Cl)c2)cc1	-7	-1	-1	-3	0	11	8	0.2	-3	-3
Nc1nonc1-c1nc2ccccc2n1Cc1ccccc1	-2	-21	-6	-3	-17	-3	-2	-1.0	3	0
CCOC(=O)c1c(C)n(-c2ccccc2)c2ccc(OCCN(C)C)cc12	-4	-7	-14	1	1	-4	-2	-0.2	-3	1
Cc1oc(-c2cccc(Cl)c2)nc1CS(=O)(=O)CC(=O)NCCCN1CCOCC1	-7	2	-8	0	0	-21	-10	0.3	-2	-1
CCCCCn1c(N)c(-c2nc3ccccc3s2)c2c([N+](=O)[O-])nn(CC)c(=O)c21	3	0	1	4	2	-1	0	-0.3	3	-4
COC(=O)C1=C(C)NC(=O)NC1c1ccc2ccccc2c1 (configuration not stated)	-3	-8	2	3	3	-1	-2	0.8	-7	-1
CCCOc1cccc(C(=O)NC(=S)Nc2ccccc2)c1	4	-1	5	0	-2	5	-7	-0.8	2	-5
CC(C)NC(=O)Nc1cccc2c1O[C@H](CN(C)S(C)(=O)=O)[C@@H](C)CN([C@H](C)CO)C2=O	1	-1	-5	0	1	7	13	-0.3	-2	-2
CCN(CC)C(=O)c1ccc(-c2nnc(Nc3ccc(C(=O)N(C)C)cc3)c3ccccc23)cc1	-8	-277	12	7	-226	3	5	3.1	-1	-8
CCOCCn1ccc2c(OCC(=O)NCCc3ccc(OC)c(OC)c3)cccc2c1=O	6	-6	3	1	-1	0	-2	-0.4	1	5
O=C(CCOc1ccccc1)Nc1cccc(S(=O)(=O)Nc2ccccc2Cl)c1	4	-2	-43	1	-1	4	-1	-0.1	0	2
CSc1nc2c(c(=O)[nH]1)C(c1cccc(Cl)c1Cl)CC(=O)N2 (configuration not stated)	-2	1	1	-2	0	-6	13	-0.3	-5	0

Hits appear at their usual frequency (roughly 4.5% active in at least one column).
